Screening data (PubChem)
M4 antag: antagonists of human muscarinic M4 receptor (CHRM4). AID 624125. inhibition, % at 3 µM. CHO-hM4 cells, ACh EC80, Fluo-8 calcium fluorescence. 360,000 compounds, 0.73% hits. P08173;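 active = inhibition above its plate's cutoff, the mean inhibition of sample wells plus 3 SD, cut at about 27% in these data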;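 note: 0% = acetylcholine EC80 with DMSO and 100% = DMSO without agonist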
Target sequence (P08173 whole entry, looked up): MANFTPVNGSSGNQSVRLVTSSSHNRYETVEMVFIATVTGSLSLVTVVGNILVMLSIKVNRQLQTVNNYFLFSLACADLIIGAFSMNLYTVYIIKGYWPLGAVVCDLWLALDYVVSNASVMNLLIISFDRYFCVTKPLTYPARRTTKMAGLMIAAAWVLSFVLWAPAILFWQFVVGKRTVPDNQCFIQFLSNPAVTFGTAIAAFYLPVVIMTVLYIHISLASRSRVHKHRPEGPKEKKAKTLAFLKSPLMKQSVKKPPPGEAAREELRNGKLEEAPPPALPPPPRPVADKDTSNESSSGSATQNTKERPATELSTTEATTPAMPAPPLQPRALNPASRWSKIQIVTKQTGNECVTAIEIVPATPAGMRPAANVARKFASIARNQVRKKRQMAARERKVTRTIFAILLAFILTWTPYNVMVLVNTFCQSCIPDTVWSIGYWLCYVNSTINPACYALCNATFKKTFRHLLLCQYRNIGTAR
CHRM4 PAM: positive allosteric modulators of human muscarinic M4 receptor. CHO-K1 hM4/Gqi5, Fluo-8 calcium fluorescence, ACh EC20; 0% = ACh EC20, 100% = maximal ACh. activation, % at 3 µM. 360,000 compounds, 0.4% hits. P08173. AID 624126;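 active = activation above its plate's cutoff, the mean activation of sample wells plus 3 SD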; note: some results filed as inactive read as strong as hits
CHRM5 antagonist: CHRM5 antagonism in calcium assay | P08912 | CHO-hM5 cells, Fluo-8 calcium fluorescence, ACh EC80 | inhibition, % at 3 µM | 360,000 compounds, 0.59% hits | AID 624040;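 active = inhibition above a per-plate cutoff, the mean of that plate's test compounds plus 3 SD, cut at about 27% in these data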;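 note: 0% = acetylcholine EC80 with DMSO and 100% = DMSO without agonist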
Target sequence (P08912 whole entry, looked up): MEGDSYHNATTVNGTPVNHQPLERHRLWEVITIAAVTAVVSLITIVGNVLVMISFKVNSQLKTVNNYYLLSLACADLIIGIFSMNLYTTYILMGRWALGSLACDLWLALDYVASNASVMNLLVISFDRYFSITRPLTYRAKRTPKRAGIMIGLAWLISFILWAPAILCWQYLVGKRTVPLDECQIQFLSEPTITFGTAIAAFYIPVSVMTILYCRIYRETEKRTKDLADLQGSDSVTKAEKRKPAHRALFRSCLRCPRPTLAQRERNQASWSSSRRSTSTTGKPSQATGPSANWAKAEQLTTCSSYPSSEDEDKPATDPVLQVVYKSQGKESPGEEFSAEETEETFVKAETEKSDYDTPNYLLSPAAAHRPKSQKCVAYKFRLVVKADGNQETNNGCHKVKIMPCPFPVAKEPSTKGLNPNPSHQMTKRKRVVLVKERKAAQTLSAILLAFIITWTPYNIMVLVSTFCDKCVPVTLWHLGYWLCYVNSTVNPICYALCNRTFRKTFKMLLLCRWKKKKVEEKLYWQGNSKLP
CHRM5 PAM: CHRM5 positive allosteric modulation; CHO-K1 hM5, Fluo-8 calcium, ACh EC20 PAM; 0% = ACh EC20, 100% = ACh EC100; activation, % at 3 µM; 360,000 compounds, 0.3% hits; AID 624038;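 active = activation above the run cutoff, the mean activation of all test compounds plus 3 SD, cut at about 18% in these data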
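Test system: CHO-K1 hM5 cells / Doses: single-point, 3 µM nominal / Times: Post-acetylcholine fluorescence recording 140 s / Technique: Fluo-8 calcium fluorescence / Measure: Max/basal fluorescence ratio as % of EC20–EC100 ACh window / Benchmarks: low control EC20 acetylcholine (0%), high control EC100 acetylcholine (100%) / Replicates: one well per compound, no replicates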
CHO-K1 Ca antag: counter-screen for M1 antagonists: effect in parental CHO-K1 cells. ATP-induced calcium, Fluo-8 fluorescence. 360,000 compounds, 0.6% hits. inhibition, % at 3 µM;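 active = inhibition above a per-plate cutoff, the plate's mean sample inhibition plus 3 SD, cut at about 24% in these data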;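 note: 0% = DMSO plus EC80 ATP and 100% = DMSO alone without ATP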
M5 ag: CHRM5 agonism in calcium assay | CHO-K1 hM5 cells, Fluo-8 calcium fluorescence; 0% DMSO wells, 100% maximal acetylcholine response | activation, % at 3 µM | 360,000 compounds, 0.19% hits;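 active = activation above the run's mean over test compounds plus 3 SD, cut at about 23% in these data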;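 note: signal is peak over basal fluorescence ratio across the kinetic read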
M1 ag parental: nonselective activator or artifact in parental CHO-K1 cells | 360,000 compounds, 0.48% hits | Fluo-8 calcium fluorescence; scaled to maximal ATP response, vehicle zero | AID 602248 | activation, % at 3 µM; in the data active = activation above about 15%;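 note: untransfected CHO-K1 host cells lacking M1 receptor as counterscreen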
CHRM4 agonist: agonists of human muscarinic M4 receptor (CHRM4); CHO-K1 hM4/Gqi5, Fluo-8 calcium fluorescence; vehicle 0%, full acetylcholine response 100%; activation, % at 3 µM; 360,000 compounds, 0.14% hits; AID 624127;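 active = activation above the run mean over all test wells plus 3 SD, cut at about 32% in these data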;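 note: peak over basal fluorescence ratio per well then scaled between controls; 0% = DMSO wells and 100% = acetylcholine at EC100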
CHO-K1 Ca PAM: nonselective activator or artifact in parental CHO-K1 calcium assay; ATP EC20, Fluo-8 calcium fluorescence; 0% at ATP EC20, 100% at ATP max; activation, % at 3 µM; 360,000 compounds, 0.02% hits; AID 602247;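 active = activation above the run cutoff, the mean activation of all test compounds plus 3 SD, cut at about 40% in these data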;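 note: peak over basal fluorescence ratio in a 140 s read after ATP addition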
* marks the source's active call; other numbers are inactive results.

Order of results – M4 antag	CHRM4 PAM	CHRM5 antagonist	CHRM5 PAM	CHO-K1 Ca antag	M5 ag	M1 ag parental	CHRM4 agonist	CHO-K1 Ca PAM
Cc1ccc(-c2nc3ncccc3o2)cc1NC(=O)c1ccc([N+](=O)[O-])o1
    7	-2	4	2	-17	-2	0.8	2	21
Cc1ccc(-c2ccc(/C=N\NC(=O)C3C(=O)NCC3c3ccccc3)o2)cc1Cl (stereo unspecified)
    3	1	3	-6	-6	-12	0.0	6	12
COc1ccc(N(CCC(=O)NCCc2ccccc2)S(=O)(=O)c2ccc(C)cc2C)cc1
    8	-4	1	-5	-3	-1	2.8	6	9
O=C(CSc1ccc2c(c1)OCCO2)N1CCN(c2ccccc2O)CC1
    -30	-11	5	-18	-7	3	10.0	16	4
COCC1CCCCN1C(=O)c1cc(COc2ccc3ncccc3c2)on1 (stereo unspecified)
    34*	-12	39*	-14	33*	7	20*	32*	-24
CCOc1ccccc1/C=N/Nc1ccnc(=O)[nH]1
    -4	8	4	-1	-10	-2	0.5	1	15
CCc1c(C)nn(C(=O)/C(C#N)=C\N(C)C)c1C
    1	-6	9	2	-15	1	0.0	1	14
COc1ccc(CCC(=O)NNC(=O)c2cc(Cl)ccc2OC)cc1
    -3	-7	9	2	-10	0	2.0	2	32
O=C(C1CCCN(S(=O)(=O)c2cnc[nH]2)C1)N(CCc1ccccc1)Cc1ccccc1 (stereo unspecified)
    -6	-3	0	-7	-8	1	0.8	1	16
Cc1cccc2nc(CSCc3ccco3)cn12
    1	2	-8	-6	-10	-5	0.7	1	17

Structural class, the entries above with an NH in an aromatic ring (two)
Order of results – M4 antag	CHRM4 PAM	CHRM5 antagonist	CHRM5 PAM	CHO-K1 Ca antag	M5 ag	M1 ag parental	CHRM4 agonist	CHO-K1 Ca PAM
CCOc1ccccc1/C=N/Nc1ccnc(=O)[nH]1
    -4	8	4	-1	-10	-2	0.5	1	15
O=C(C1CCCN(S(=O)(=O)c2cnc[nH]2)C1)N(CCc1ccccc1)Cc1ccccc1 (stereo unspecified)
    -6	-3	0	-7	-8	1	0.8	1	16

(cont.)
Order of results – M4 antag	CHRM4 PAM	CHRM5 antagonist	CHRM5 PAM	CHO-K1 Ca antag	M5 ag	M1 ag parental	CHRM4 agonist	CHO-K1 Ca PAM
CC(C)(C)c1ccc(NC(=O)COC(=O)CCN2C(=O)c3cccc([N+](=O)[O-])c3C2=O)cc1
    -1	12	1	4	2	0	0.8	3	-6
CCN(CC)S(=O)(=O)c1ccc(N2CCCC2)c(C(=O)Nc2ccc(OC)c(Cl)c2)c1
    2	-1	-5	0	1	-1	0.4	0	16
O=C(NCc1ccco1)C(c1ccco1)N(Cc1cccs1)C(=O)Cn1nnc2ccccc21 (stereo unspecified)
    2	-8	4	3	2	-3	1.5	5	10
Cn1c(=O)c2c(SCC(=O)NCC3CCCO3)nc(CC(C)(C)C)nc2n(C)c1=O (stereo unspecified)
    3	-1	5	-3	-15	-3	1.5	5	15
COC(=O)c1cc(S(=O)(=O)N2CCOCC2)c(N2CCOCC2)cc1N1CCOCC1
    -9	8	1	2	-1	-4	0.2	1	12
O=C1Nc2ccc(F)cc2C12Nc1ccccc1-c1nnc(SCc3ccccc3F)nc1O2 (stereo unspecified)
    9	-6	5	-7	-11	0	2.0	2	6
CC(=O)Nc1ccc(NC(=O)C2CCCCC2C(=O)O)cc1 (stereo unspecified)
    -4	7	1	-6	-14	-4	1.2	4	27
Cc1ccc(S(=O)(=O)c2nnn3c2nc(N2CCOCC2)c2ccccc23)c(C)c1
    -2	2	14	-2	-17	-3	1.6	2	-5
COc1cc(O)c(C(CC(=O)N2CCOCC2)c2ccc(N(C)C)cc2)c(OC)c1 (stereo unspecified)
    0	-6	5	3	-13	2	0.6	0	17
O=C(Cn1c(=O)n(CC2CCCO2)c(=O)c2ccccc21)c1ccccc1 (stereo unspecified)
    -3	10	2	4	-7	-3	0.3	1	8
Cc1ccccc1NC(=O)c1ccc(CN(c2ccccc2)S(=O)(=O)c2ccccc2)cc1
    7	-8	3	-3	-9	1	0.6	0	17
CCCOc1ccc2c3c(c(=O)oc2c1OCCC)CCCC3
    8	2	-9	-3	-6	-8	0.6	-1	12
O=C(CCC(=O)N(c1cccc(F)c1)C(C(=O)NC1CCCC1)c1ccncc1)Nc1cccnc1 (stereo unspecified)
    -3	11	-3	3	-1	-1	2.9	0	20
N#C/C(=C\c1c[nH]c2ccccc12)C(=O)NCC1CCCO1 (stereo unspecified)
    1	5	-4	3	11	-1	0.6	1	-10
CC[C@@]12C(=O)N(c3ccccc3)C(=O)N1[C@H](c1ccc(Br)cc1)[C@@H]1C(=O)N(C(C)(C)C)C(=O)[C@@H]12
    1	2	16	-3	-5	1	0.3	6	13
CS(=O)(=O)c1ccccc1C(=O)Nc1ccc(S(=O)(=O)N2CCCC2)cc1
    6	3	-2	5	-14	-2	1.0	1	9
CCN1CCCC1CNC(=O)c1cc2c(=O)n(C)c3ccccc3c2n1C (stereo unspecified)
    -6	-4	-3	-1	-6	1	0.2	0	10
CCOC(=O)c1ccc(NC(=O)CCC(CC)C(=O)O)cc1 (stereo unspecified)
    3	11	-8	1	7	0	0.1	1	-5
COc1cccc(/C=N/Nc2ccc(C(=O)O)cc2)c1O
    -2	-3	10	0	-5	3	0.1	1	8
COc1ccc(/C=C(\C#N)C(=O)OCC(=O)Nc2ccc(C(C)(C)C)cc2)cc1
    5	4	-2	0	-10	0	0.7	0	18

Two compounds drawn at random from those above:
Order of results – M4 antag	CHRM4 PAM	CHRM5 antagonist	CHRM5 PAM	CHO-K1 Ca antag	M5 ag	M1 ag parental	CHRM4 agonist	CHO-K1 Ca PAM
O=C(CCC(=O)N(c1cccc(F)c1)C(C(=O)NC1CCCC1)c1ccncc1)Nc1cccnc1 (stereo unspecified)
    -3	11	-3	3	-1	-1	2.9	0	20
COc1ccc(/C=C(\C#N)C(=O)OCC(=O)Nc2ccc(C(C)(C)C)cc2)cc1
    5	4	-2	0	-10	0	0.7	0	18

Compound profiles, as listed above.
CCN1CCCC1CNC(=O)c1cc2c(=O)n(C)c3ccccc3c2n1C (stereo unspecified) in the list: M4 antag = -6; CHRM4 PAM = -4; CHRM5 antagonist = -3; CHRM5 PAM = -1; CHO-K1 Ca antag = -6; M5 ag = 1; M1 ag parental = 0.2; CHRM4 agonist = 0; CHO-K1 Ca PAM = 10
O=C(Cn1c(=O)n(CC2CCCO2)c(=O)c2ccccc21)c1ccccc1 (stereo unspecified) in the list: M4 antag = -3; CHRM4 PAM = 10; CHRM5 antagonist = 2; CHRM5 PAM = 4; CHO-K1 Ca antag = -7; M5 ag = -3; M1 ag parental = 0.3; CHRM4 agonist = 1; CHO-K1 Ca PAM = 8

Next part
Order of results – M4 antag	CHRM4 PAM	CHRM5 antagonist	CHRM5 PAM	CHO-K1 Ca antag	M5 ag	M1 ag parental	CHRM4 agonist	CHO-K1 Ca PAM
CCCS(=O)(=O)N1CCN(Cc2ccco2)CC1
    -4	11	-4	0	-13	-2	0.7	1	22
COc1ccc(/C=C/C(=O)OCC(=O)Nc2ncc(Cl)cc2Cl)cc1
    -2	0	19	1	-13	-3	-0.1	1	14
CC(=O)Nc1ccc(NC(=O)c2ccccc2S(=O)(=O)c2ccc([N+](=O)[O-])cc2)cc1
    0	-4	-3	-1	-9	0	0.4	2	13
Cc1nc(CN(C)C(=O)CC2C(=O)NCCN2Cc2ccc(-c3ccccc3)cc2)cs1 (stereo unspecified)
    -5	5	2	-4	-8	0	5.9	8	9
COc1ccc(CC2(CO)CCN(CC3=Cc4cc(Cl)ccc4OC3)CC2)cc1
    29*	-20	25	-15	22	-1	7.5	16	7
Cc1oc2ccc(O)c(CN3CCOCC3)c2c1C(C)O (stereo unspecified)
    14	2	9	-1	-5	-3	0.4	1	7
COc1ccccc1-c1sc2ccccc2c1-c1ccc2c(c1)OCCO2
    12	-4	11	-7	-9	1	-0.3	0	-6
O=C(N/N=C1\CCSC1)c1cc(Cl)ccc1O
    -8	2	-8	0	15	5	1.9	4	-13
NC(Cc1ccc(C(F)(F)F)cc1)c1csc(Nc2ccccn2)n1 (stereo unspecified)
    -3	0	5	1	3	5	10	41*	26
C[C@H](CO)N1C[C@H](C)[C@@H](CN(C)Cc2cccc(O)c2)OCc2cnnn2CCCC1=O
    -10	7	-2	4	12	2	-0.1	1	-7
CCN1CCN(C(c2ccc(OC)cc2)c2nnnn2Cc2ccc3c(c2)OCO3)CC1 (stereo unspecified)
    0	-4	-14	-3	-6	-2	0.1	1	8
COC(=O)C1(C(=O)OC)Sc2ccccc2C1=O
    -4	10	2	0	-9	0	1.3	-1	14
O=S1(=O)C=C[C@@H](CO)N1Cc1ccc(Br)cc1
    -6	2	3	2	-18	3	0.7	1	5
CC(C)(C)NC(=O)C(c1ccc(-c2ccccc2)cc1)N(C[C@H]1CC[C@@H]([C@@H]2CC[C@H](CO)O2)O1)C(=O)c1ccc2ccccc2c1 (stereo partly specified)
    -2	-3	10	-4	2	-1	-0.5	4	-2
Cn1c(N)c(C(=O)COC(=O)Cc2ccc(Cl)c(Cl)c2)c(=O)n(C)c1=O
    -21	5	11	0	-10	-2	3.9	8	17
CN(C(=O)c1ccc([N+](=O)[O-])cc1)c1ccccc1C(=O)NCc1ccccc1
    -7	-2	-8	9	-1	-5	0.4	7	9
CCn1c(CNc2ccccc2Cl)nnc1SCC(=O)NCc1ccccc1
    2	-7	13	-6	-24	-4	3.4	5	8
CN(C)CCO[C@@H](c1ccc(Cl)cc1)c1ccccn1
    -2	1	5	-18	4	-21	0.0	1	-21
COC1OCC(O)C(NC(=O)N(C)N=O)C1O (stereo unspecified)
    2	4	1	-2	-11	1	0.6	0	22
O=C(OCC(=O)c1c[nH]c2ccccc12)c1ccc(Br)o1
    14	-6	6	-4	-13	-1	2.9	2	13
N#CC(=C(O)COC(=O)c1ccc2c(c1)OCCO2)c1nc2ccccc2[nH]1
    -13	8	8	6	4	7	-0.7	2	4
CCCN1C(=O)/C(=N\OCC(=O)NCC(F)(F)F)c2ccccc21
    -6	4	-6	1	-6	0	0.1	1	8
CCC(Sc1nc(C)cc(C)n1)C(=O)NC1=NN=C(c2ccc(C)cc2)CS1 (stereo unspecified)
    1	14	-7	-1	-4	1	-0.1	1	-6

Another view of part of the listing above.
SMILES	M4 antag	CHRM4 PAM	CHRM5 antagonist	CHRM5 PAM	CHO-K1 Ca antag	M5 ag	M1 ag parental	CHRM4 agonist	CHO-K1 Ca PAM
O=S1(=O)C=C[C@@H](CO)N1Cc1ccc(Br)cc1	-6	2	3	2	-18	3	0.7	1	5
CCC(Sc1nc(C)cc(C)n1)C(=O)NC1=NN=C(c2ccc(C)cc2)CS1 (stereo unspecified)	1	14	-7	-1	-4	1	-0.1	1	-6
